Screening results (PubChem)
GLP1R cytotox: cytotoxic in the GLP-1 receptor inverse agonist counter-screen. HEK293 cAMP-luciferase reporter cells, luminescence, 24 h. 410,000 compounds, 0.13% hits. Potency, µM (doses to about 38.3 µM), for the others: top-dose activity change, negative = inhibition, actives largely listed as inhibitors;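 also: loss of luciferase light is scored as toxicity; potency is read from the fitted curve at half-maximal effect; % is scaled to controls: 0 for no effect and ±100 for the full control effect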
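Cells in DMEM/10% Nu serum/1% pen-strep, 1536-well format. Pre-incubated 12 h, dosed with 23 nL compound, incubated a further 24 h. Luciferase detection, 12 min at room temp, luminescence.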
TDP-43 yeast inh: TDP-43 toxicity inhibition in yeast. TDP-43 expressing yeast growth rescue, BacTiter-Glo, 24 h. Potency, µM (series often up to 46.1 µM), for the others: at the top dose growth rescue (activation), hits mostly activators. 410,000 compounds, 1.8% hits; also: potency is read from the fitted curve at half-maximal effect; % of control where 0% means no effect; nearly all actives have a fitted effect of over 50% in size
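Luminescence from BacTiter-Glo reports growth of TDP-43-expressing yeast after 24 hr at 30 deg C with compound. Cells were raffinose-pregrown to mid-log, then seeded in galactose medium at OD600=0.02.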
GLP1R ag: GLP-1 receptor (human) agonism; P43220; HEK293 GLP-1R CRE-luciferase, luminescence, 4-6 h; cells express a hypersensitive GLP-1R form; Potency, µM (titrated, usually from 45.6 µM), inactives show at the highest dose activation, usual class: activators; 380,000 compounds, 0.007% hits; AID 624172; also: potency is read from the fitted curve at half-maximal effect; % of control where 0% means no effect
Target sequence (P43220 whole entry, looked up): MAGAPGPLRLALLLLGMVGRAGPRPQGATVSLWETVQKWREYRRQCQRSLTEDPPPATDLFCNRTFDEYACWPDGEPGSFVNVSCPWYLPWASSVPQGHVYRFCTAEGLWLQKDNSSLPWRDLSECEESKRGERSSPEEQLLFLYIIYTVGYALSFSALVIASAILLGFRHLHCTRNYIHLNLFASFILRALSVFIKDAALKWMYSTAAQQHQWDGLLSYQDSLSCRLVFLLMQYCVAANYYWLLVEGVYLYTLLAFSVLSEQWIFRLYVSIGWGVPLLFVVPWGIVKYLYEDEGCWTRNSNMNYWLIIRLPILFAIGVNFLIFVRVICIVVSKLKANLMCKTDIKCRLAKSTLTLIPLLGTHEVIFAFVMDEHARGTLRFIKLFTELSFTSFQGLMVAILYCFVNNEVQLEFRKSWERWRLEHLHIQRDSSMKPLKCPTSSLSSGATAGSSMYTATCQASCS
D3 antag: antagonists of human D3 dopamine receptor. P35462. D3R cells, DiscoveRx beta-arrestin luminescence, antagonist mode; active compounds read low. max response, negative = inhibition, %. 360,000 compounds, 2.5% hits. AID 652054; in the data active = max response below about -50%; inconclusive = no clear call, values can overlap the other calls; also: % is scaled to controls: 0 for no effect and ±100 for the full control effect; mostly tested at two doses, the higher about 12 µM
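Cells plated overnight at 1500 cells/well, then exposed to library compounds with dopamine controls for 90 minutes at 37 degrees C. DiscoveRx reagent added for 30–60 minutes at room temperature; luminescence read, quantitative HTS format.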
aSyn yeast inh: inhibitors of alpha-synuclein toxicity in yeast; Yeast expressing alpha-synuclein, growth rescue, BacTiter-Glo, 24 h; Potency, µM (highest dose often 46.1 µM), for the others: at the highest dose growth rescue (activation), actives largely listed as activators; 370,000 compounds, 0.14% hits; also: potency is read from the fitted curve at half-maximal effect; % of control where 0% means no effect; nearly all actives have a fitted effect of over 65% in size
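Readout is rescue of growth in alpha-synuclein-expressing yeast, so inhibitors of toxicity appear as activators. Growth after 24 hr at 30 deg C in galactose medium is quantified by luminescence.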
GLP-1R inv ag: acts as inverse agonist at human GLP-1 receptor; P43220; 410,000 compounds, 1.6% hits; AID 624417; HEK293 GLP-1R CRE-luciferase, luminescence, 24 h; GLP-1R form is constitutively active; Potency, µM (titrated, usually from 38.3 µM), inactives show top-dose activity change, negative = inhibition, hits mostly inhibitors; also: potency is read from the fitted curve at half-maximal effect; % is scaled to controls: 0 for no effect and ±100 for the full control effect; nearly all actives have a fitted effect of over 55% in size
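Stable HEK293 clone (constitutively active GLP-1R + cAMP-response luciferase); 200 cells/uL plated, 12 h pre-culture, compound 24 hr, 37 deg C/5% CO2; detection reagent 12 min RT; luminescence.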
DRD3 agonist: agonists of human D3 dopamine receptor; max activation, %; D3R DiscoveRx beta-arrestin cells, luminescence, 90 min; P35462; 410,000 compounds, 0.58% hits; in the data active = max activation above about 30%; also: 0% is about no effect; mostly tested at two doses, the higher about 12 µM
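Agonist mode: compounds and dopamine controls were applied to plated cells for 90 min at 37 degrees C after an overnight attachment at 1500 cells/well. Luminescent read-out followed 30 - 60 minutes at room temperature with DiscoveRx detection reagent.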
KB-V1 cytotox: kills drug-selected multidrug resistant KB-V1 cells; 400,000 compounds, 3.4% hits; KB-V1 MDR cells viability, CellTiter-Glo, 72 h; Potency, µM (series often up to 46.1 µM), without a hit: at the top dose activity change, negative = cytotoxicity, hits mostly cytotoxic; also: potency is read from the fitted curve at half-maximal effect; % is scaled to controls: 0 for no effect and ±100 for the full control effect; nearly all actives have a fitted effect of over 60% in size
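Cytotoxicity via CellTiter-Glo luminescence after 72 h compound exposure at 37 degrees C. Cells: drug-selected KB-V1 line, DMEM phenol-red free plus 10% FBS. Compounds tested at multiple concentrations; normalized data fitted to concentration-effect curves.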
PTHR1 ag: PTHR1 (human) receptor agonism. Q03431. HEK293 GP2 PTHR1 cells, GloSensor cAMP luminescence, 1 h. Potency, µM (highest dose often 115 µM), without a hit: top-dose activation, hits mostly activators. 410,000 compounds, 0.075% hits; also: potency is read from the fitted curve at half-maximal effect; nearly all actives have a fitted effect of over 55% in size; some results filed as inactive show a strong effect at the top dose; inactives centre near -15; many of its hits are not listed in these tables
Target sequence (Q03431 whole entry, looked up): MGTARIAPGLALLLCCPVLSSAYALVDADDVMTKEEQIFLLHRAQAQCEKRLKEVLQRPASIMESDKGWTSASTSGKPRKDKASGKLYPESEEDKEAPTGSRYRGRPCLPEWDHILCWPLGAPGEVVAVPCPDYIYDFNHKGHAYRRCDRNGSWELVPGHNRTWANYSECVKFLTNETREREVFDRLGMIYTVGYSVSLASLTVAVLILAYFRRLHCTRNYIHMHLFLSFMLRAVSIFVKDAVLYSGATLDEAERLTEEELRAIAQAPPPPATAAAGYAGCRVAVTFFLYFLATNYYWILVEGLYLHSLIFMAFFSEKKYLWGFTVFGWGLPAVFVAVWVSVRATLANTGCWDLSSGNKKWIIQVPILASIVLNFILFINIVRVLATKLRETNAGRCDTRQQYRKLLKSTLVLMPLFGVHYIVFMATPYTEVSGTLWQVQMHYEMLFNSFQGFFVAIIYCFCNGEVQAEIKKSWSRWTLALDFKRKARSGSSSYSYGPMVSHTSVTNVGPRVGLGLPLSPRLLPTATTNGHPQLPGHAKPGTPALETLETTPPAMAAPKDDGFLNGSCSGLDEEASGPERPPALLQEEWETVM
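HEK-293-derived GP2 cells expressing PTHR1 and a GloSensor cAMP reporter, 3,000/well, plated overnight, given luciferin plus IBMX (each 0.5 mM as added) for 1 h at 37 °C, then compound for 1 h at 37 °C. Luminescence was read after 15 min at room temperature.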
* hit, by the source's call; i = inactive; ? = inconclusive; · = not tested or not shown; ! = a repeat was not active; [ ] = dose if it differs, or a comment. Unless noted, calls follow the shape of the dose curve; as a rule, active = well fitted curve in the direction sought with a large enough effect; inconclusive = small, poorly fitted or top-dose-only effect, or another doubt; inactive = no such curve, though single readings can be large; an effect the other way counts as inactive or inconclusive.

SMILES | GLP1R cytotox | TDP-43 yeast inh | GLP1R ag | D3 antag | aSyn yeast inh | GLP-1R inv ag | DRD3 agonist | KB-V1 cytotox | PTHR1 ag
O=C1c2ccc(Oc3ccc([N+](=O)[O-])cc3)cc2C(=O)N1CCCO | -12% | ? | -11% | 0 | -1% | 6% | -11 | ? | -18%
Cc1[nH]c2c(C)cccc2c1CCNC(=O)c1ccc2c(c1[N+](=O)[O-])C(=O)c1ccccc1C2=O | ? | 26% | -12% | -56* | 3% | ? | 0 | -9% | i
C/C(=N\N1CCN(c2ccccc2)CC1)c1ccc(O)cc1 | 6% | 15% | -1% | 2 | -4% | -4% | 4 | -5% | i
Cc1cc(-c2ccc(S(=O)(=O)NCc3ccc(Cl)cc3)cc2)on1 | 0% | ? | 11% | 9 | 5% | 14% | 4 | 0% | -4%
CCOC(=O)C1(Cc2cccc(Cl)c2)CCCN(C(=O)c2c(CC)noc2C)C1 (stereo not given) | -1% | 30% | 11% | 1 | 3% | ? | 0 | ? | i
Cc1cccc(OCc2nnc(SCC(=O)NC3CCCC3)n2C)c1 | -1% | 12% | 2% | -8 | 2% | 9% | 16 | 5% | -21%
C[C@@]12CC[C@@H](C3=C(CCC3)C1)N2c1ccccc1 | 0% | 3% | · | ? | -4% | 17% | -12 | 2% | -24%
CCOc1cc(/C=N/NC(=O)c2cccc([N+](=O)[O-])c2)ccc1OS(=O)(=O)c1ccccc1 | -8% | 1% | 0% | -61* | -2% | -23% | -2 | 13µM* | i
O=Cc1cccn1-c1ncc(Br)cn1 | 4% | -2% | 13% | 10 | 0% | 0% | 2 | -11% | i
O=C(CSc1cn(CCNC(=O)c2ccc3ccccc3c2)c2ccccc12)NCc1ccco1 | -12% | 2% | -6% | 8 | -2% | ? | 1 | ? | -28%
CC1=C2C(CCS2(=O)=O)CC2(C1)C(=O)OC(C)(C)OC2=O (stereo not given) | 10% | 5% | 2% | -3 | 1% | 3% | 4 | -1% | i
CC(=O)Nc1sc2c(c1C#N)CC(C)(C)NC2(C)C | 8% | -2% | -2% | -10 | -9% | 0% | 2 | -5% | i
CC(C)NC(=O)Nc1ccc2c(c1)C(=O)N([C@H](C)CO)C[C@H](C)[C@@H](CN(C)S(=O)(=O)c1ccccc1)O2 | 4% | 5% | 2% | -10 | 0% | 18% | 6 | -14% | -8%
Cc1cccc(Cn2c(=O)n(CC3CCC(C(=O)NC(C)C)CC3)c(=O)c3sccc32)c1 (stereo not given) | -3% | 27% | · | · | · | 7% | 4 | 18% | 0%
Fc1ccc(-c2ccc(NCCN3CCOCC3)nn2)cc1 | 10µM* | -1% | 6% | 11 | 2% | ? | 6 | -1% | i
CCCCN(C(=O)CSc1nnnn1C)C1CCS(=O)(=O)C1 (stereo not given) | -2% | 8% | 3% | -8 | -3% | 8% | 0 | 1% | i
Clc1ccccc1CN1CCC(Cc2ccccc2)CC1 | -13% | -29% | -1% | -12 | 8% | ? | -10 | -21% | -3%
S=C(c1cn(CCOc2ccccc2)c2ccccc12)N1CCCC1 | 0% | 13% | 2% | 4 | 3% | ? | -1 | ? | -27%
Cc1ccc(NC(=O)CSc2nccn2C2CCCC2)cc1Cl | 2% | 7% | · | · | · | ? | -2 | · | -44%[inhibitor]
NC(=O)c1c(NC(=O)C2CCCO2)sc2c1CCCC2 (stereo not given) | -10% | 14% | 5% | 16 | -36%[inhibitor] | 12% | 4 | 15µM*! | i
S=C1NC2(CCCCCC2)N=C1c1ccccc1 | 1% | ? | 18% | 8 | 7% | ? | 8 | 16% | -3%
COc1cc(NC(=O)c2ccc(-c3cccnc3)c3ccoc23)cc(OC)c1OC | -12% | 19% | -1% | 52 | 1% | -15% | 17 | 0% | -11%
CC(Sc1cccc[n+]1[O-])C(=O)Nc1cccc(S(=O)(=O)N2CCOCC2)c1 (stereo not given) | -6%[1.53 µM] | ? | -3% | -8 | ? | ? | 2 | -11% | -10%
O=C(O)CC1SC(=O)N(Cc2ccccc2)C1=O (stereo not given) | -4% | 9% | 2% | -2 | 5% | 13% | 3 | 23% | 0%[57.5 µM]
O=C(c1ccccc1Cl)N1CCCC(c2nc3c(nnn3Cc3ccccc3)c(=O)[nH]2)C1 (stereo not given) | 7% | -11% | 11% | -6 | -3% | 0% | 5 | -11% | -19%[57.5 µM]

The list goes on; the last 4 above are carried over.
SMILES | GLP1R cytotox | TDP-43 yeast inh | GLP1R ag | D3 antag | aSyn yeast inh | GLP-1R inv ag | DRD3 agonist | KB-V1 cytotox | PTHR1 ag
COc1cc(NC(=O)c2ccc(-c3cccnc3)c3ccoc23)cc(OC)c1OC | -12% | 19% | -1% | 52 | 1% | -15% | 17 | 0% | -11%
CC(Sc1cccc[n+]1[O-])C(=O)Nc1cccc(S(=O)(=O)N2CCOCC2)c1 (stereo not given) | -6%[1.53 µM] | ? | -3% | -8 | ? | ? | 2 | -11% | -10%
O=C(O)CC1SC(=O)N(Cc2ccccc2)C1=O (stereo not given) | -4% | 9% | 2% | -2 | 5% | 13% | 3 | 23% | 0%[57.5 µM]
O=C(c1ccccc1Cl)N1CCCC(c2nc3c(nnn3Cc3ccccc3)c(=O)[nH]2)C1 (stereo not given) | 7% | -11% | 11% | -6 | -3% | 0% | 5 | -11% | -19%[57.5 µM]
CCN(CC)C(=O)C1=C(C)N(Cc2ccc(C(C)(C)C)cc2)C(=O)C(CC(=O)NCc2cccc3ccccc23)C1 (stereo not given) | ? | ? | -3% | ? | 0% | 11µM* | -9 | ? | -29%
O=C(O)CCCC(=O)Nc1cc([N+](=O)[O-])ccc1O | ? | -4% | -2% | -9 | -2% | -2% | -3 | 11% | i
COc1ccc(-n2c(CNC(=O)COc3ccccc3)n[nH]c2=S)cc1 | -1% | -1% | 3% | 1 | -10% | 20% | 7 | 0% | i
O/N=C1/CCCSc2ccccc21 | 16% | -15% | 15% | -26 | -2% | 2% | 0 | 0% | i
COc1ccc(C(C)=O)c(OC(=O)c2ccc(OC)c(OC)c2)c1 | 8% | -17% | -4% | 15 | -5% | 0% | -14 | ? | i
CCOc1ccc(N(CC)S(=O)(=O)N2CCCC(C(=O)NCCc3ccc(OC)cc3)C2)cc1 (stereo not given) | -1% | 24% | · | · | · | ? | 4 | 2% | i
CC[C@@]1(C(=O)OC)N[C@H](CN(C)C(=O)COc2ccccc2)[C@@H]2C(=O)N(C)C(=O)[C@@H]21 | 5% | 19% | -4% | 38 | 3% | 20% | -13 | 0% | i
Cc1ccc(S(=O)(=O)NC2(C(=O)O)CCCC2)cc1 | -6% | 17% | -2% | 13 | -2% | 0% | 2 | 0% | -13%
COC(=O)c1cc2n(n1)CCN(Cc1ccc(C)cc1)C2=O | -6% | -3% | -11% | 9 | -9% | 9% | 5 | 10% | i
O=C(COC(=O)c1ccco1)NCc1ccco1 | -17% | 16% | 1% | -20 | -15% | -4% | 0 | ? | 10%
CC1(C)Cc2c(sc(NC(=O)Nc3ccccc3)c2C(N)=O)CO1 | -22% | 9% | 3% | -14 | -1% | -9% | -1 | -10% | -43%[inhibitor]
CC(C)CN(CCCNC(=O)CC1Oc2ccccc2NC1=O)CC(C)C (stereo not given) | -7% | -13% | -13% | 5 | 2% | 5% | 0 | -28% | ?
C[C@H](NC(=O)C1CC(=O)N(c2ccc3c(c2)OCO3)C1)C(=O)NC1CCCC1 (stereo not given in full) | -9% | -11% | -1% | 9 | 6% | 2% | 8 | 0% | i
N/C(=N\OC(=O)CC(c1ccccc1)c1ccccc1)c1cccnc1 | -28% | ? | -4% | 0 | 5% | ? | -7 | -13% | -17%
Cc1ccc(N2CC(NS(=O)(=O)c3cccs3)CC2=O)cc1C (stereo not given) | -23% | -2% | 3% | 14 | 4% | ? | 8 | -16% | -5%
CN1CCN(S(=O)(=O)c2cccc(C(=O)N(C)Cc3cccs3)c2)CC1 | 1% | 12% | 2% | 0 | -5% | 20% | -5 | 4% | i
CCOC(=O)c1cc(C(=O)Nc2cccc(C)c2)nn1C | 2% | -7% | 5% | 5 | 2% | 3% | 5 | -7% | i
COc1ccc(S(=O)(=O)NCC2CC3C=CC2C3)cc1OC (stereo not given) | 10% | 27% | 0% | -14 | -2% | 4% | -13 | 0% | -43%[inhibitor]
Cc1nn2c(Nc3ccccc3)c3c(nc2c1-c1ccccc1)CCC3 | 5% | ? | 1% | -20 | -6% | ? | 3 | 11% | -5%
C[C@@H]1CN([C@H](C)CO)C(=O)c2c(c3ccccc3n2C)-c2ccccc2CO[C@H]1CN(C)Cc1cccc(C(=O)O)c1 | 2% | 11% | -5% | 8 | 0% | 1% | -2 | 14% | -7%
CCOc1ccc(CC(=O)NNC(=O)/C=C/C(=O)O)cc1 | -2% | -6% | 6% | -16 | -10% | -6% | -12 | ? | i
CN(C)/C=C1\C(=O)ON=C1c1ccccc1 | 0% | -4% | -1% | 4 | -1% | 22% | 1 | -2% | i
COc1ccc(C(=O)N(c2ccc(OC)cc2)S(=O)(=O)c2cccs2)cc1 | -21% | 20% | 5% | 5 | -14% | ? | 1 | ? | i
O=C(NCC1CCCO1)c1ccc(Br)c(S(=O)(=O)N2CCOCC2)c1 (stereo not given) | -3% | 5% | -3% | -2 | 1% | 11% | -3 | 0% | -60%[inhibitor]

The list is partial. The share of hits here may be higher or lower than overall.
